From PubChem
procasp3 activ – activators of human procaspase-3; P42574; recombinant procaspase-3 D3A, Ac-DEVD-pNA absorbance 405 nm; activation, % at 8.5 µM; 330,000 tested, 0.11% active;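 active means activation above the mean of all tested compounds plus 3 SD, cut at about 21% in these data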;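 further: 0% = DMSO alone and 100% = DMSO wells spiked with extra 5 µM PC-3 D3A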
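System: Procaspase-3 D3A mutant. Medium: Zinc-free 300 mM NaCl, 50 mM HEPES, 0.01% Triton X-100. Schedule: 1 h preincubation plus 2 h reaction at 25 °C. Measured by: 405 nm absorbance of p-nitroaniline, reads at 0 and 120 min. Read-out: percent activation relative to control range.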
PP1 counter – counter-screen for PP5 inhibitors: inhibitors of human PP1-alpha. P62136. purified PP1alpha, OMFP fluorescence. inhibition, % at 6.7 µM. 320,000 tested, 0.9% active. AID 2235;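 active means inhibition above the mean inhibition of all tested compounds plus 3 SD, computed separately for each screening campaign, cut at about 15% in these data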
Target sequence (P62136 whole entry, looked up): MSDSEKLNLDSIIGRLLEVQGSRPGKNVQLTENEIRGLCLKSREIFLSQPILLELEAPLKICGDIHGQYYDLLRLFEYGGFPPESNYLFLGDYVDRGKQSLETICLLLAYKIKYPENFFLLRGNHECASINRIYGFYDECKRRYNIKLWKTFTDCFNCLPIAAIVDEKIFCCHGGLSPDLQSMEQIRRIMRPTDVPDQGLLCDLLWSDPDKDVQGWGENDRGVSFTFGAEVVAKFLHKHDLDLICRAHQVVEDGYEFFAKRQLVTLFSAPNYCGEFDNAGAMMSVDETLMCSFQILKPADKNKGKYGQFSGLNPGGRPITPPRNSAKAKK
GASC-1 inh – blocks human GASC-1 demethylase activity | Q9H3R0 | GST-JMJD2C(1-420) H3K9me3 demethylation, DELFIA europium | inhibition, % at 2.35 µM | 330,000 tested, 0.069% active;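 active means more than half of a compound's replicate wells show inhibition beyond 50%, single wells judged on their own value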;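 further: signal counts dimethyl H3K9 product captured on neutravidin plate; 0% = median of DMSO wells and 100% = 0.3 times that DMSO median; strong numbers were not always called active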
core dimer inh – HCV core protein dimerization inhibition; TR-FRET GST/Flag-core106 dimerization, 1536-well; inhibition, % at 5 µM; 300,000 tested, 0.33% active; AID 1899;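 active means inhibition above the mean of all tested compounds plus 3 SD, set per screening campaign, cut at about 45% in these data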
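Assay system: tagged HCV core106 pair (GST and Flag); medium: KF-containing HEPES buffer, pH 7.45, DTT, CHAPS, BSA; also added: Eu donor and XL665 acceptor anti-tag antibodies; dosing: 5 µM single dose; timing: compound-protein-antibody incubation 4 h at 22.5 °C; signal: TR-FRET 671 and 617 nm emission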
VLA-4 inh – inhibition in a human VLA-4 binding assay; P13612; VLA-4 expressing cells, ligand binding flow cytometry; inhibition, % (about 7 µM as worked out from the volumes in the protocol); 330,000 tested, 0.2% active; AID 2557; in the data active means inhibition above about 50%
PP5 primary – PP5 (human) phosphatase inhibition. P53041. purified PP5c, OMFP substrate fluorescence. inhibition, % at 6.7 µM. 320,000 tested, 0.18% active;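 active means inhibition above the campaign's mean inhibition across all tested compounds plus 3 SD, cut at about 9.5% in these data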;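 further: 0% = DMSO only and 100% = 100 µM cantharidin control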
GRK2 inh – human GRK2 inhibition via aptamer displacement. AID 488847. P25098. bead flow cytometry, FAM-aptamer displacement from GRK2. 330,000 tested, 0.59% active. inhibition of aptamer binding, % at 10 µM;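 active means inhibition of aptamer binding above 40%, roughly 3 SD of noise, on plates passing a quality check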;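 further: median bead fluorescence of bound FAM aptamer so fluorescent compounds give negative values; no value below 0 was filed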
Target sequence (P25098 whole entry, looked up): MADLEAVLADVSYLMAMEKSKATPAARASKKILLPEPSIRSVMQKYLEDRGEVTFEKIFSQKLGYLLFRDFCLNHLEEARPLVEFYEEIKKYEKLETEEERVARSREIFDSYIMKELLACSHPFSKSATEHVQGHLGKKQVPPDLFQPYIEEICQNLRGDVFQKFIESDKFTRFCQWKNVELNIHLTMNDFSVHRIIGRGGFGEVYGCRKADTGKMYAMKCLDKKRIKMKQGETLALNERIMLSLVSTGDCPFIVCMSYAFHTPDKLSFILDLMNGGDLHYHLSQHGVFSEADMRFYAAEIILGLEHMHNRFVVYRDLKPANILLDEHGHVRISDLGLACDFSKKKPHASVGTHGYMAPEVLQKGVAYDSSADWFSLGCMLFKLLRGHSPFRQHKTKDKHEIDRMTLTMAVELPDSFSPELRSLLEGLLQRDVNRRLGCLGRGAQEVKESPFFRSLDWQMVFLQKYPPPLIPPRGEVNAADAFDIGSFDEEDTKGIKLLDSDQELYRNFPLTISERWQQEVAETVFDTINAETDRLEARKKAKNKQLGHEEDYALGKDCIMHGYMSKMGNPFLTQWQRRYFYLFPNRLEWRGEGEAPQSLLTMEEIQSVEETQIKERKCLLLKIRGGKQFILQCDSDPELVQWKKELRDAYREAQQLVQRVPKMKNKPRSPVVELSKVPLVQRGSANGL
CTSL1 counter – counter-screen for PFM18AAP inhibitors: inhibitors of F. hepatica cathepsin L1. recombinant F. hepatica cathepsin L1, Z-Leu-Arg-MCA fluorescence. inhibition, % at 5.96 µM. 300,000 tested, 0.49% active. AID 1906;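 active means inhibition above the mean of all tested compounds plus 3 SD, set per screening campaign, cut at about 17% in these data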;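 further: 0% = plate median of test compound wells and 100% = 1 µM Z-Phe-Ala-diazomethylketone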
procasp7 counter – counter-screen: procaspase-7 (human) activation | P55210 | recombinant procaspase-7, Ac-DEVD-pNA absorbance 405 nm; D23A/D198A/D206A triple mutant, cannot self-cleave; scale: DMSO 0, 5 µM enzyme 100 | activation, % at 8.5 µM | 330,000 tested, 0.093% active | AID 463210;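 active means percent activation above the screen-wide mean plus 3 SD, cut at about 25% in these data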
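System: Uncleavable procaspase-7 mutant enzyme; Amount: 2 µM procaspase-7 mutant as dispensed; Schedule: 1 h compound preincubation, 2 h substrate cleavage, 25 °C; Measured by: 405 nm absorbance of p-nitroaniline; Evaluation: percent activation from buffer-corrected 0–120 min absorbance change; Control set: low DMSO alone, high DMSO plus 5 µM PC-7.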
* hit, by the source's call; . = no result given. The order is random; overall some 2.6% were active at least once.

1: N#CCCN(C(=O)COC(=O)COc1ccc(Cl)cc1)c1ccccc1
2: Cc1ccc(-c2nc(CS(=O)CC(=O)NC3CC3)c(C)o2)cc1 (stereo not drawn)
3: O=C1Nc2ccccc2C12NCCc1c2[nH]c2ccccc12 (stereo not drawn)
4: Clc1ccc(Cn2ncc3c(NCc4ccccc4)ncnc32)c(Cl)c1
5: CCOc1ccc(NC(=O)CC2C(=O)N(c3ccccc3)C(=O)N2CCc2cccs2)cc1 (stereo not drawn)
6: CCC(=O)c1ccc(OCC(=O)N2CCc3cc(OC)c(OC)cc3C2)cc1
7: CCOC(=O)c1c(-c2ccccc2)c(C(C)=O)c(=O)n(C)c1C
8: Cc1nn(C)c(C(=O)NNC(=S)Nc2ccc(Cl)cc2)c1[N+](=O)[O-]

Screen / compound no.,1,2,3,4,5,6,7,8
procasp3 activ,3,-1,1,3,-6,6,-3,6
PP1 counter,-10,1,-1,-3,0,0,-5,2
GASC-1 inh,-2,6,-1,-8,2,5,0,-3
core dimer inh,-9,7,-1,2,5,4,-3,-2
VLA-4 inh,0,0,4,-1,20,-16,-2,19
PP5 primary,-6.0,-0.5,1.9,-1.9,4.2,-12,-0.1,3.9
GRK2 inh,2,0,1,2,.,0,2,0
CTSL1 counter,-10,-2,7,3,1,8,3,3
procasp7 counter,-8,0,-7,5,3,-1,5,10

9: Cc1oc(-c2ccc3c(c2)OCCO3)cc1C(=O)NCC(=O)O
10: CCOC(=O)CNC(=O)CSc1nnc(C)c(=O)[nH]1
11: CCN(C(=O)c1ccc(Br)cc1)c1ccccc1
12: CC1=NN(c2ccccc2)C(=O)/C1=C/c1cc(C)n(C2CC2)c1C
13: Cc1cc(C(=O)Nc2cc(S(C)(=O)=O)ccc2Cl)no1
14: COc1cc2c(cc1OC)C(C)N(CCc1ccc(Cl)cc1)CC2 (stereo not drawn)
15: CS(=O)(=O)N(CC(=O)NCc1ccc(Cl)cc1)C1CCCCC1
16: CCOc1ccccc1C(=O)Nc1cccc(-c2nnc(-c3ccccc3)o2)c1

Screen / compound no.,9,10,11,12,13,14,15,16
procasp3 activ,2,1,-3,6,3,-3,-5,1
PP1 counter,0,-2,3,-2,-1,-3,-3,-3
GASC-1 inh,-8,10,2,7,0,7,18,5
core dimer inh,-14,-2,1,-4,0,0,-6,15
VLA-4 inh,7,21,-8,-3,2,-7,15,-18
PP5 primary,0.1,1.0,-0.3,-0.2,1.8,1.5,0.8,2.3
GRK2 inh,4,1,0,1,8,0,2,2
CTSL1 counter,-3,1,8,3,-3,-4,0,0
procasp7 counter,3,1,7,1,11,5,-3,6

17: COc1ccc(C2C3=C(CCCC3=O)N(CC(=O)O)C3=C2C(=O)CCC3)cc1
18: COc1ccc(N2CCN(C(=S)Nc3cc(C)ccc3C)CC2)cc1
19: COc1cccc(OC)c1C(=O)Nc1ccc(N2CCCCC2)cc1
20: COc1ccc(C(=O)/C=C/c2ccc(O)cc2)cc1
21: COc1ccc(OC)c(NC(=O)C2CCCN(S(=O)(=O)c3ccc(-n4cnnn4)cc3)C2)c1 (stereo not drawn)
22: CCOC(=O)c1nnc(-c2ccccc2)nc1Oc1ccccc1Cl
23: CCOC(=O)c1c(S(=O)(=O)NCC(=O)N2CCN(c3ccccc3)CC2)c(C)n(C)c1C
24: Cc1cc(-c2n[nH]c(=S)n2/N=C/C(Br)=C/c2ccccc2)n[nH]1

Screen / compound no.,17,18,19,20,21,22,23,24
procasp3 activ,2,2,9,-4,2,-3,-2,-20
PP1 counter,-2,-2,0,0,-3,-2,-6,5
GASC-1 inh,10,-3,-1,10,4,-7,3,-3
core dimer inh,4,0,4,-6,2,3,4,-2
VLA-4 inh,6,3,-23,-2,7,0,0,13
PP5 primary,-2.7,0.5,1.1,0.8,5.1,1.6,2.5,-2.0
GRK2 inh,2,0,1,0,4,3,2,0
CTSL1 counter,-1,0,-1,7,1,0,-5,3
procasp7 counter,-4,3,-1,-26,1,0,5,-23

25: CN(C1CCCC1)C1CCN(C(=O)CNC(=O)/C=C/c2ccc(F)cc2)CC1
26: CN1CCN(C(=O)/C(=C/c2ccc([N+](=O)[O-])cc2)NC(=O)c2ccccc2)CC1
27: COC(=O)[C@]1(C)N[C@H](c2ccc(-c3cccc(Cl)c3)cc2)[C@@H]2C(=O)N(C)C(=O)[C@@H]21
28: O=c1c2cc(NC(=S)NCCN3CCCCCC3)ccc2nc2n1CCCCC2
29: COc1ccc(OC)c2sc(N3CCN(C(=O)c4ccc([N+](=O)[O-])s4)CC3)nc12
30: CCCCCCCOc1ccc(C2CC(=O)N(C)C2=O)cc1 (stereo not drawn)
31: Cc1ccc(S(=O)(=O)N(C)CC(=O)N2CCCC2)cc1
32: CCc1ccc(N(CC(=O)NC2CC2)S(=O)(=O)c2ccc(C)cc2)cc1

Screen / compound no.,25,26,27,28,29,30,31,32
procasp3 activ,-1,8,-4,-3,-19,1,6,5
PP1 counter,0,2,.,4,-4,2,0,-5
GASC-1 inh,-3,4,.,-8,-6,-13,3,28
core dimer inh,-7,9,.,2,3,1,4,3
VLA-4 inh,27,-9,3,-2,-18,11,4,-13
PP5 primary,2.3,0.4,.,-1.0,2.9,0.4,-0.2,3.4
GRK2 inh,0,0,0,0,0,0,0,1
CTSL1 counter,0,8,.,11,-1,3,1,-2
procasp7 counter,-1,-3,13,-5,-13,0,-1,6

Taken from above:
Result of #32 under GRK2 inh: 1
Result of #29 under CTSL1 counter: -1
Result of #27 under procasp7 counter: 13
Result of #26 under VLA-4 inh: -9
Result of #25 under GRK2 inh: 0
Result of #30 under PP1 counter: 2
Result of #28 under VLA-4 inh: -2

The list goes on.
33: COc1ccc(Cc2nnc(SCC(=O)Nc3ccc(N4CCOCC4)cc3)n2C)cc1
34: COc1cc(CN(C(=S)NCC(=O)NC2CC2)C2CCCC2)cc(OC)c1OC
35: O=C(NC(Cc1c[nH]c2ccccc12)C(=O)O)c1ccc(Br)cc1 (stereo not drawn)
36: O=C(CSc1nc(C(F)(F)F)cc(=O)[nH]1)N1CCC(Cc2ccccc2)CC1
37: CCN(C(=O)COC(=O)CCNS(=O)(=O)c1ccccc1F)c1c(N)n(Cc2ccccc2)c(=O)[nH]c1=O
38: CCN(CC)C(=O)c1cccc(NC(=O)c2cc(C3CC3)nc3c2cnn3C(C)C)c1
39: CCC(C)n1c(S(=O)(=O)O)nc2ccccc21 (stereo not drawn)
40: COc1cccc(Nc2ccc(Nc3cccc(OC)c3)nn2)c1

Screen / compound no.,33,34,35,36,37,38,39,40
procasp3 activ,-4,3,6,-4,-4,-1,6,6
PP1 counter,3,-2,0,-8,.,-4,2,2
GASC-1 inh,-38,2,1,6,1,5,-15,-9
core dimer inh,-4,4,-3,5,.,.,-3,-9
VLA-4 inh,11,0,8,2,-14,1,-5,10
PP5 primary,-4.7,1.4,2.9,0.9,.,-1.2,1.0,4.3
GRK2 inh,2,5,0,6,0,0,0,0
CTSL1 counter,-6,0,-4,-3,.,.,-4,0
procasp7 counter,-2,-1,2,20,3,-10,11,-1

Ordered by length of the SMILES (low to high): some entries from above
40: COc1cccc(Nc2ccc(Nc3cccc(OC)c3)nn2)c1
31: Cc1ccc(S(=O)(=O)N(C)CC(=O)N2CCCC2)cc1
35: O=C(NC(Cc1c[nH]c2ccccc12)C(=O)O)c1ccc(Br)cc1 (stereo not drawn)
34: COc1cc(CN(C(=S)NCC(=O)NC2CC2)C2CCCC2)cc(OC)c1OC
36: O=C(CSc1nc(C(F)(F)F)cc(=O)[nH]1)N1CCC(Cc2ccccc2)CC1
38: CCN(CC)C(=O)c1cccc(NC(=O)c2cc(C3CC3)nc3c2cnn3C(C)C)c1
37: CCN(C(=O)COC(=O)CCNS(=O)(=O)c1ccccc1F)c1c(N)n(Cc2ccccc2)c(=O)[nH]c1=O

Screen / compound no.,40,31,35,34,36,38,37
procasp3 activ,6,6,6,3,-4,-1,-4
PP1 counter,2,0,0,-2,-8,-4,.
GASC-1 inh,-9,3,1,2,6,5,1
core dimer inh,-9,4,-3,4,5,.,.
VLA-4 inh,10,4,8,0,2,1,-14
PP5 primary,4.3,-0.2,2.9,1.4,0.9,-1.2,.
GRK2 inh,0,0,0,5,6,0,0
CTSL1 counter,0,1,-4,0,-3,.,.
procasp7 counter,-1,-1,2,-1,20,-10,3

Further records:
41: Cc1ccc(Cn2c(S(=O)(=O)O)nc3ccccc32)cc1
42: CCN(CC)S(=O)(=O)c1ccc2oc(C(=O)NCC3COc4ccccc4O3)c(C)c2c1 (stereo not drawn)
43: O=C(NCCc1ccccc1)C1CCCN(c2cnccn2)C1 (stereo not drawn)
44: Cc1c(C(=O)OC/C(O)=C(\C#N)c2nc3ccccc3[nH]2)oc2ccccc12
45: CCCCC1CCC(C(=O)NC2CCS(=O)(=O)C2)CC1 (stereo not drawn)
46: CCOc1ccc(C(=O)Nc2cccc(-c3nc4cccnc4o3)c2)cc1Cl
47: CCCn1c(SCC(=O)NC(=O)Nc2ccc(C)cc2C)n[nH]c1=O
48: CCC(C)c1ccc(NC(=S)Nc2ccc(OC)cc2)cc1 (stereo not drawn)

Screen / compound no.,41,42,43,44,45,46,47,48
procasp3 activ,1,-1,4,10,-1,3,4,-3
PP1 counter,0,2,-1,6,-2,-3,0,2
GASC-1 inh,14,14,6,-11,6,-2,-4,19
core dimer inh,2,9,-9,4,-3,0,0,8
VLA-4 inh,-8,-1,-2,-4,15,2,2,0
PP5 primary,1.0,2.4,-1.0,-1.9,-0.5,4.2,1.4,2.7
GRK2 inh,2,3,1,5,0,4,1,3
CTSL1 counter,-2,3,5,1,-1,-1,3,-1
procasp7 counter,-5,-2,-1,4,8,-2,5,-11

49: COCCCNC(=O)CCCn1c(=O)[nH]c2ccccc2c1=O
50: Cc1nnc(N2C(=O)c3oc4ccccc4c(=O)c3C2c2ccco2)s1 (stereo not drawn)
51: CNC(=O)C(NC(=O)CNC(=O)c1ccc(Cl)cc1)C(C)(C)C (stereo not drawn)
52: CC1(C)COC(c2cccc(C3=NC(C)(C)CO3)n2)=N1
53: COCc1cc(/C=N\NC(=O)COc2ccc(Cl)cc2)ccc1OC
54: COC(=O)CNC(=O)c1cc(OC)cc(OC)c1
55: CCC1(c2ccc(F)cc2)NC(=O)N(CC(=O)N2c3ccccc3NC(=O)C2(C)C)C1=O (stereo not drawn)

Screen / compound no.,49,50,51,52,53,54,55
procasp3 activ,3,-2,-6,-4,1,2,11
PP1 counter,-2,-6,2,-1,5,-4,-6
GASC-1 inh,-3,3,-3,-3,-10,-14,12
core dimer inh,9,17,1,2,6,-2,2
VLA-4 inh,-3,-8,5,17,15,12,-1
PP5 primary,1.6,2.9,3.7,1.2,3.9,1.5,1.2
GRK2 inh,2,23,1,0,3,3,6
CTSL1 counter,0,3,3,3,-5,-3,3
procasp7 counter,7,-19,10,12,-6,12,3
